Source: PubChem BioAssay (several laboratories)
aDG glyco up – alpha-DG glycosylation activation; Pro5-aDG cells, alpha-DG glycosylation AlphaScreen (IIH6); 0% Pro5, 100% B10-LARGE cell signal; activation, % at 10 µM; 360,000 tested, 0.22% active;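 active = activation of at least 8% versus controls, or a plate z-score of at least 8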;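 note: Pro5 are CHO cells carrying HIG-tagged alpha-DG that lacks glycosylation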
PDI inh – blocks human protein disulfide isomerase activity. P07237. PDI insulin aggregation turbidity, A650, 90 min. inhibition, % at 10 µM. 350,000 tested, 0.052% active;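 active = mean inhibition across replicates of 30% or more, whatever share of single replicates reach that level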;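 note: absorbance from insulin aggregation driven by PDI reduction with DTT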
Target sequence (P07237 whole entry, looked up): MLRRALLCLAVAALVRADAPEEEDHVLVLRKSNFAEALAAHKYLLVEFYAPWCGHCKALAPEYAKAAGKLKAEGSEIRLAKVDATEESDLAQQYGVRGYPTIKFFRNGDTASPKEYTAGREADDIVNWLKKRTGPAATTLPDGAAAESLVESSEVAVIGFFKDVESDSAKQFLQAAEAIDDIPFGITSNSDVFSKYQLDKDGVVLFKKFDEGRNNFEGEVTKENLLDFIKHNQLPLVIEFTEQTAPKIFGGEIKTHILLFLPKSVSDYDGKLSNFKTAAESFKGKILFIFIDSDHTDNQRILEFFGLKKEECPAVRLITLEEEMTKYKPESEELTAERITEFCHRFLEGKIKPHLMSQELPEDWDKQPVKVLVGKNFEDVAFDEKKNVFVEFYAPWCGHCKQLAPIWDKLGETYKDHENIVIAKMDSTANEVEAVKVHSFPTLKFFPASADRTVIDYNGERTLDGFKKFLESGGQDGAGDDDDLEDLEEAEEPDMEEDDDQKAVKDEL
Cardio protect – protects H9c2 cardiomyocytes from peroxide injury; H2O2 injury protection, ATPLite, 2 h; protection from H2O2 cell death, % at 20 µM; 360,000 tested, 0.63% active;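 active = compounds giving at least 50% protection of heart cells from peroxide-induced death in the single-dose screen, raw or plate-pattern-corrected value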;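 note: 0% = DMSO wells with peroxide and 100% = DMSO wells without peroxide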
Exocytosis inh – blocks lytic granule exocytosis; TALL-104 LAMP-1 surface exposure, flow cytometry; cells stimulated with thapsigargin and PMA; inhibition, % at 10 µM; 360,000 tested, 0.66% active; AID 651702;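 active = inhibition above about 55%, limit read from the data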
CaV13 ICDI inh – Disruptors of the CACNA1D IQ motif to Ca2+-dependent inactivation inhibitor domain association, primary screening, Förster resonance energy transfer in intact living …; AID 743397; 340,000 tested, 0.098% active; HEK cells, CFP/YFP FRET ICDI-IQ, plate reader, 10 min; percent FRET-ratio fall versus neutral wells; inhibition, % at 12.3 µM;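 active = mean replicate inhibition of at least 30% and at least 1% of replicates passing that level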;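 note: 0% = median of the neutral control wells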
Glyco luc inh – blocks N-linked glycosylation in D54 reporter cells. D54 ERlucT glycosylation luciferase reporter, 24 h; percent of 100 nM tunicamycin response. reporter increase, % at 12.5 µM. 360,000 tested, 0.23% active. AID 588692;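 active = mean luciferase reporter signal, scaled so untreated is 0 and the glycosylation-blocking control 100, at or above a set limit in every replicate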;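 note: luciferase carries N-glycosylation sites so blocking glycosylation raises the light; 0% = median of neutral control wells and 100% = median of 100 nM tunicamycin wells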
HTR2A ag – agonists of mouse serotonin 5-HT2A receptor (HTR2A); activation, % at 7.6 µM; AID 624169; 360,000 tested, 0.66% active; CHO-K1 mHTR2A beta-arrestin complementation, luminescence; percent of 30 µM serotonin response;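 active = activation above a run cutoff, the mean activation of all tested compounds plus 3 SD, cut at about 14% in these data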;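 note: 0% = plate median of compound wells and 100% = 30 µM serotonin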
Target sequence (P35363 whole entry, looked up): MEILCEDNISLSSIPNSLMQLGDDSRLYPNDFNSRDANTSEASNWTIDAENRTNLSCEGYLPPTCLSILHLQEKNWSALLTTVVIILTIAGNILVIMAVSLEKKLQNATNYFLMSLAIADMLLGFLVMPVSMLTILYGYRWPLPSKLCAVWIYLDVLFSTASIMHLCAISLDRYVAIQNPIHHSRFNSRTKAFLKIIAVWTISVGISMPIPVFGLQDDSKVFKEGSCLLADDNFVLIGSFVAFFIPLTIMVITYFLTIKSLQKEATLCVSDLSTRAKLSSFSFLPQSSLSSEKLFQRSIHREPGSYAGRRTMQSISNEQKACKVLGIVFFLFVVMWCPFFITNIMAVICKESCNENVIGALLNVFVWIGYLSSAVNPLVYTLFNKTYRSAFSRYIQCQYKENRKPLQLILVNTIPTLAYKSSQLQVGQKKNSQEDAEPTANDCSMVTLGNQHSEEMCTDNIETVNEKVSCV
hiPSC survival – hiPSC single-cell survival enhancement; AID 602274; 360,000 tested, 0.044% active; survival enhancement, % at 20 µM; ATPlite luminescence; 100% = ROCK inhibitor wells, 0% = DMSO; in the data active = survival enhancement above about 18%;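 note: cells exposed to compounds for 16 hours before the ATP read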
ABCB6 inh MLPCN – human ABCB6 transporter inhibition | Q9NP58 | fluorescence ratio to DMSO, % at 10 µM | AID 602162 | K562-ABCB6 porphyrin accumulation, flow cytometry, 1 h; active compounds read low | 360,000 tested, 0.19% active;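 active = fluorescence ratio to DMSO below 75%, the collection mean minus 3 SD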;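 note: signal is porphyrin accumulated inside mitochondria; 100% equals median channel fluorescence of DMSO control wells; lower ratio means ABCB6 inhibition with less porphyrin fluorescence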
Vif inh – inhibitors of HIV Vif | HEK293T cells, Vif self-association by quenched fluorescence, imaging, 24 h | inhibition, % at 7.49 µM | 340,000 tested, 0.35% active | AID 602346; in the data active = inhibition above about 50%, passing the limit was not always enough; note: some results filed as inactive read as strong as hits
The depositor's hits bear a star; . = not tested or not shown.

No.	molecule	aDG glyco up	PDI inh	Cardio protect	Exocytosis inh	CaV13 ICDI inh
1	COc1cccc(C(=O)NCCNc2nc3cc(C)cc(C)c3cc2C#N)c1	-0.3	.	.	-7	-10
2	O=C(CSc1nc(-c2ccccc2)c(-c2ccccc2)[nH]1)NCc1ccco1	-0.1	0	1	2	-5
3	CCC/C=N/NC(=O)c1cc(-c2ccccc2)nc2ccccc12	0.1	-5	0	-4	-5
4	CC(C(=O)N1CCN=C1c1ccccc1)N1C(=O)c2ccccc2C1=O (configuration not stated)	0.0	5	-1	1	-4
5	Cc1ccccc1C(=O)N1CC(=O)Nc2ccc(F)cc2C1c1ccccc1 (configuration not stated)	0.1	-27	-1	1	-4
6	CCCCn1c(-c2cccs2)nc2nc3ccccc3nc21	-0.1	-2	16	-4	-4
7	Cc1sc2nc(SCC(=O)C(C)(C)C)n(Cc3ccco3)c(=O)c2c1C	-0.3	-1	1	4	-4
8	Cc1ccc(S(=O)(=O)NC2CCCCCC2)cc1C(N)=O	0.1	-6	-7	-1	.
9	Cc1cccc(C)c1NC(=O)c1cccc(COc2cc(Cl)ccc2Cl)c1	0.4	-6	1	-3	-18
10	CCn1cc(/C=C(\NC(=O)c2ccccc2OC)C(=O)NCCCn2ccnc2)c2ccccc21	0.1	-7	8	8	-3

No.	Glyco luc inh	HTR2A ag	hiPSC survival	ABCB6 inh MLPCN	Vif inh
1	.	2	.	.	.
2	5	-5	4.0	109	-4
3	-2	-2	-1.2	99	12
4	2	-5	-0.1	95	2
5	-1	2	-0.6	103	-10
6	2	-1	1.2	100	1
7	10	7	-1.8	105	-10
8	-1	2	0.6	93	-9
9	-1	2	-0.9	96	3
10	8	-3	-0.5	100	5

As entered above:
CC(C(=O)N1CCN=C1c1ccccc1)N1C(=O)c2ccccc2C1=O (configuration not stated) in Glyco luc inh is entered as 2
Cc1ccc(S(=O)(=O)NC2CCCCCC2)cc1C(N)=O in HTR2A ag is entered as 2

Further structures
No.	molecule	aDG glyco up	PDI inh	Cardio protect	Exocytosis inh	CaV13 ICDI inh
11	COc1ccc(S(=O)(=O)N2CCCCC2)cc1NC(=O)c1cccs1	0.2	6	0	-9	-6
12	Cc1ccc(Cl)c(OCC(=O)Nc2cc(S(=O)(=O)N3CCOCC3)ccc2N2CCCC2)c1	0.0	4	5	-14	-3
13	COc1ccc(C)cc1S(=O)(=O)N(C)CC(=O)NC1CCCCCC1	-0.3	2	-5	-2	3
14	O=C(CSc1nnc(N2CCCC2)n1-c1ccccc1Cl)N1CCN(c2ccccn2)CC1	0.1	0	2	-6	-14
15	CCN(CC)C(=O)c1ncn(C)c1C(=O)N(CC)CC	0.1	-6	-6	-8	-4
16	CCNC(=S)N/N=C(\C)c1cc2ccccc2o1	2.4	-2	-8	-7	-6
17	COc1ccc(CCNC(=O)CSc2nnc(-c3ccc(F)cc3)c3ccccc23)cc1OC	0.0	-5	10	7	-5
18	CC(C)CNC(=O)C1(C)CCCCCN1C(=O)c1cccnc1 (configuration not stated)	0.2	2	2	0	-5
19	CCCCCCCSc1ncnc2[nH]ncc12	-0.1	-2	-7	2	-10
20	CCN1CCN(CC(=O)N2CCCC(C(=O)c3ccc(Oc4ccccc4)cc3)C2)CC1 (configuration not stated)	2.0	12	13	3	-3

No.	Glyco luc inh	HTR2A ag	hiPSC survival	ABCB6 inh MLPCN	Vif inh
11	0	2	0.5	91	-6
12	1	4	-0.4	94	.
13	-1	0	0.5	104	1
14	1	2	-0.2	87	-8
15	2	4	-1.0	94	-6
16	0	-2	3.4	90	10
17	1	1	3.0	95	-8
18	0	3	-2.6	102	-11
19	-3	-1	-0.2	100	4
20	-7	-2	-1.6	101	4

(next part)
No.	molecule	aDG glyco up	PDI inh	Cardio protect	Exocytosis inh	CaV13 ICDI inh
21	c1ccc2nc3c(cc2c1)CCCCC3	0.0	-5	1	-4	-5
22	Cc1cc(NC(=O)C2C3C(=O)N(Cc4ccc(Cl)cc4)C(C(=O)NC(C)(C)C)C34C=CC2(C)O4)no1 (configuration not stated)	0.1	4	0	-1	.
23	CC1(C(=O)NCc2ccc(F)c(F)c2)Cc2c(-c3cccc(C(F)(F)F)c3)ccnc2O1 (configuration not stated)	-0.1	12	-9	3	-7
24	FC(F)(F)c1cc(-c2ccccc2)nc(NC2CCCC2)n1	0.1	0	-17	-2	-4
25	Cc1ccc(C(=O)Nc2ccc(Nc3ccccc3)cc2)cc1Br	0.1	-2	-5	31	-20
26	CC1CC(=O)NN=C1c1ccc(N)c([N+](=O)[O-])c1 (configuration not stated)	-0.5	5	6	-2	-14
27	COc1ccc([C@H]2CC(=O)C=C(/C=C/c3ccc(C(F)(F)F)cc3)C2)cc1	-0.4	1	-5	-1	-10
28	Cc1ccc(CCNC(=O)C2CCC(=O)N2C(C)C)cc1 (configuration not stated)	-0.1	-7	5	-3	-8
29	CC(C)NS(=O)(=O)c1ccc(CCC(=O)Nc2ccc3c(c2)OCCO3)cc1	-0.1	-3	3	10	-3
30	CCc1nc2c(OCc3ccc(F)cc3)cccn2c1N(C)C(=O)c1ccco1	-0.1	0	2	-5	-7

No.	Glyco luc inh	HTR2A ag	hiPSC survival	ABCB6 inh MLPCN	Vif inh
21	-1	-5	0.3	91	-3
22	2	-1	3.2	103	9
23	2	-4	-1.8	100	-18
24	1	2	-0.9	94	-3
25	6	-8	0.0	97	-3
26	1	-3	-0.2	97	-15
27	-4	-6	1.4	91	-3
28	1	-3	0.8	91	-8
29	1	7	6.2	105	3
30	0	-1	6.5	99	10

The final five compounds of the part above come first, to join the parts:
No.	molecule	aDG glyco up	PDI inh	Cardio protect	Exocytosis inh	CaV13 ICDI inh
26	CC1CC(=O)NN=C1c1ccc(N)c([N+](=O)[O-])c1 (configuration not stated)	-0.5	5	6	-2	-14
27	COc1ccc([C@H]2CC(=O)C=C(/C=C/c3ccc(C(F)(F)F)cc3)C2)cc1	-0.4	1	-5	-1	-10
28	Cc1ccc(CCNC(=O)C2CCC(=O)N2C(C)C)cc1 (configuration not stated)	-0.1	-7	5	-3	-8
29	CC(C)NS(=O)(=O)c1ccc(CCC(=O)Nc2ccc3c(c2)OCCO3)cc1	-0.1	-3	3	10	-3
30	CCc1nc2c(OCc3ccc(F)cc3)cccn2c1N(C)C(=O)c1ccco1	-0.1	0	2	-5	-7
31	NC(Cc1ccccc1)c1csc(Nc2ccc(C(=O)NCCO)cc2)n1 (configuration not stated)	0.2	2	-2	2	-3
32	CCCC(=O)c1cc(-c2nc3ccccc3n2C)n(C)c1	-0.1	-3	7	-1	0
33	COc1ccccc1NS(=O)(=O)c1cccc(C(=O)N/N=C/c2ccc(C)o2)c1	0.0	-7	14	9	2
34	O=C(OCCN1C(=O)c2ccccc2C1=O)c1cc(S(=O)(=O)N2CCOCC2)ccc1Cl	-0.1	0	47	14	-3
35	CN(C)CCN(C(=O)c1ccc2c(c1)OCCO2)c1nc2c(Cl)cccc2s1	0.1	-1	2	1	-7
36	CCC(C)NC(=O)C1(O)c2ccccc2NC(=O)N1c1ccc(C)c(C)c1 (configuration not stated)	0.0	-14	2	6	-2
37	Cc1cccc2nc(CSc3ccc(Cl)cc3)cn12	0.9	-5	-9	-5	0
38	COc1ccc2c(c1)[C@H]1[C@H](CO2)[C@H](c2ccccc2)[C@]2(C)C(=O)N(Cc3ccc(C)cc3)CC(=O)N12	0.1	12	3	-5	.
39	COc1ccc(OC)c(NC2=C(Cl)C(=O)N(Cc3ccccc3)C2=O)c1	0.1	0	-9	-4	-3
40	COc1ccc(-c2nnc3ccc(SCC(N)=O)nn23)cc1OC	0.0	-11	4	2	-4

No.	Glyco luc inh	HTR2A ag	hiPSC survival	ABCB6 inh MLPCN	Vif inh
26	1	-3	-0.2	97	-15
27	-4	-6	1.4	91	-3
28	1	-3	0.8	91	-8
29	1	7	6.2	105	3
30	0	-1	6.5	99	10
31	1	2	-2.0	102	-1
32	2	5	-1.9	87	2
33	-1	2	0.5	99	0
34	0	-4	0.0	96	-3
35	3	-10	0.0	85	-15
36	1	-2	0.5	97	-11
37	-3	-5	-0.8	105	-10
38	10	1	1.1	92	17
39	6	1	-0.7	98	-9
40	0	2	-1.1	98	11

(more compounds)
No.	molecule	aDG glyco up	PDI inh	Cardio protect	Exocytosis inh	CaV13 ICDI inh
41	CC(C)(C)N1CC(C(=O)Nc2ccc(S(=O)(=O)N3CCCCC3)cc2)CC1=O (configuration not stated)	-0.2	6	-2	0	-14
42	O=C(NCCN1CCC(n2c(=O)[nH]c3ccccc32)CC1)c1cccnc1	0.1	.	.	-3	-10
43	CC(C)(C)c1ccc(S(=O)(=O)NCc2ccccn2)cc1	0.0	12	-12	-7	6
44	O=C(O)c1cccc(Cl)n1	0.0	-10	-1	0	-5
45	C=CCn1c(=O)c2ccccc2n2c(SCC(=O)Nc3cc(C)on3)nnc12	-0.1	11	1	0	-7
46	CC(C)OCCCNC(=O)CN1C(=O)CSc2ccc(S(=O)(=O)N3CCCCC3)cc21	0.2	11	-2	-1	-2
47	CNS(=O)(=O)c1cccc(C(=O)OCC(=O)NCCCc2ccccc2)c1	-0.1	-8	-1	4	-17
48	CCOc1ccc(-c2noc(CCCC(=O)NCC3CCCO3)n2)cc1OC (configuration not stated)	0.2	-4	-3	4	-4
49	O=C(Nc1cccc2c1[nH]c(=O)c1ccccc12)C(F)(F)F	-0.1	-2	36	3	-6
50	COc1ccc(Nc2ncnc3c2c(C)c(C)n3CCCN(C)C)cc1	0.3	0	14	22	-5

No.	Glyco luc inh	HTR2A ag	hiPSC survival	ABCB6 inh MLPCN	Vif inh
41	0	5	0.4	95	5
42	.	-8	0.6	122	.
43	-1	1	0.2	97	-6
44	1	2	0.5	99	.
45	2	9	-2.6	97	-7
46	0	-4	0.4	100	-24
47	0	1	0.0	97	-7
48	1	13	0.0	101	11
49	7	-3	-2.5	100	0
50	-6	1	-0.7	96	0

(listing goes on)
No.	molecule	aDG glyco up	PDI inh	Cardio protect	Exocytosis inh	CaV13 ICDI inh
51	CC(C)(C)c1ccc(S(=O)(=O)NCC2CCCO2)cc1 (configuration not stated)	0.0	3	-1	-6	-9
52	COc1cccc(CC(CC(=O)O)C(=O)Nc2cc(C)ccc2C)c1 (configuration not stated)	0.0	5	5	-2	-5
53	CC1(C(=O)O)CCN1C(=O)/C=C/c1ccccc1 (configuration not stated)	0.1	-8	-1	1	-5
54	Cc1cc(S(=O)(=O)Nc2cccnc2)c(Cl)cc1Cl	-0.1	9	-4	2	4
55	O=C(Nc1nnc([C@H]2C[C@H](O)[C@@H](CO)O2)s1)Nc1ccc(F)cc1F	0.0	0	10	-5	-6
56	Cc1cccc(Oc2ccc(Cl)cc2N)c1	-0.3	-2	-6	-3	-7
57	COc1ccc(N2CCN(C(=O)Oc3ccc([N+](=O)[O-])cc3)CC2)cc1	0.2	.	.	1	-6

No.	Glyco luc inh	HTR2A ag	hiPSC survival	ABCB6 inh MLPCN	Vif inh
51	0	-1	-0.8	99	-5
52	1	2	0.5	99	-2
53	11	-4	6.4	101	-3
54	1	2	0.8	96	1
55	1	0	-0.9	96	0
56	-2	-2	-0.9	94	3
57	.	4	-0.1	97	.
